P. falciparum M1AAP: P. falciparum M1AAP inhibitors, biochemical, fluorogenic H-Leu-NHMec substrate, 1536-well (AID 1445); inhibition, % at 30 µM, or IC50 in µM where a hit was titrated; actives 0.42% (n = 220,000); recombinant M1AAP, H-Leu-NHMec fluorogenic kinetic assay; higher % means a stronger effect;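 active means primary inhibition above the hit cutoff, then over 50% inhibition at one or more dose response concentrations, cut at about 23% in these data, passing the limit was not always enough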;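 further: plate controls were DMSO full reaction for no effect and no enzyme background for full effect; strong numbers were not always called active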
ER stress rescue: protection against thapsigargin-triggered cell killing – 384-well, CSM14.1, ATP luminescence, primary screen (AID 1222) | cellular ATP content (survival), % at 20 µM, or EC50 in µM where a hit was titrated | 190,000 tested, under 10 active | CSM14.1 thapsigargin-induced death rescue, ATP luminescence; higher % means a stronger effect;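 active means EC50 below 50 µM in the dose-response confirmation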;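 further: death triggered by thapsigargin at about 15 µM added after 2 h compound pretreatment; cell ATP read after overnight thapsigargin exposure of roughly 18 to 22 hours; normalized against plate controls of thapsigargin alone and 5% DMSO vehicle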
Yfh1-off respiration: enhancers of respiration in Yfh1-depleted yeast, dose response, Friedreich's ataxia, plus single-dose screen (AID 1465); S. cerevisiae Yfh1-off respiration, WST-1 reduction, 72 h; higher fold induction means a stronger effect; one-dose fold induction at 50 µM; EC50 in µM for titrated hits; actives 0.074% (n = 220,000);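 active means fold induction of absorbance versus untreated yeast above a set limit, then at least 30% activation at any dose in follow-up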;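 further: activators that raise dye reduction in frataxin-depleted yeast; strong numbers were not always called active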
Hep lipid drop: hepatic lipid droplet formation modulation; AML12 mouse hepatocytes, oleate lipid droplets, BODIPY imaging; actives 0.4% (n = 240,000); inhibition, % at 6.5 µM; AID 1656;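 active means lipid droplet intensity inhibited by at least 50%, with more than 500 cells counted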
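Material – mouse AML12 hepatocyte cell line, fixed after treatment · Compound dosing – one dose, 6.5 µM compound · Times – compound with oleate, overnight · Measured by – Image-based BODIPY and DAPI two-channel analysis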
Dynein cargo inh: blocks dynein driven cargo transport along microtubules; 3617.4 mouse cells, GR-EGFP nuclear translocation imaging; test concentration mostly 20 µM; stimulated with dexamethasone, 1 µM; hits give low values; actives 0.47% (n = 220,000); z-score, hits read low;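 active means plate z-score of nuclear minus cytoplasmic receptor signal below a set negative limit, without overly bright fluorescence or cell loss, cut at about -3.5 in these data, passing the limit was not always enough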;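 further: z-score of nuclear minus cytoplasmic ring GR-EGFP intensity difference per well; some compounds called inactive have numbers as strong as hits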
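Buffer or medium: tet-free medium with charcoal-stripped serum / Also added: dexamethasone agonist, 1.0 µM final, for 30 min / Timing: induction 48 h, compound 1 h, agonist 30 min / Measured by: high-content fluorescence imaging after fixation / Read-out: nuclear-to-cytoplasmic GR-EGFP distribution per well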
Autophagy HCS: autophagy modulation, high-content screen. MEF GFP-LC3 puncta imaging; test concentration mostly 10 µM. calls only at 10 µM (by protocol). actives 0.98% (n = 190,000). AID 463193;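 active means percentage of spot-positive cells more than 3 SD above its plate mean, without a fluorescence outlier flag or 80% toxicity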;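 further: spot-positive cell cutoff set from DMSO-treated cells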
M17LAP inhibition: P. falciparum M17LAP inhibitors, primary screen, biochemical, fluorogenic H-Leu-NHMec substrate, 1536-well (AID 1619); recombinant M17LAP, H-Leu-NHMec fluorogenic kinetic assay; higher % means a stronger effect; one-dose inhibition, % at 30 µM; IC50 in µM for titrated hits; actives 0.38% (n = 220,000);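 active means compound inhibiting the enzyme by more than half at any dose during confirmatory dose-response retesting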;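 further: plate controls were full reaction with DMSO carrier for no effect and no enzyme background for full effect; strong numbers were not always called active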
Insulin prom up: MIN6 insulin promoter up-regulation; MIN6 insulin promoter-GFP reporter, high-content imaging; hits give high values; z-score at 5 µM; actives 0.3% (n = 190,000);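 active means z-score above 3 at 5 µM with at least 500 cells counted in the well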
MT stabilize HCS: microtubule stabilization, imaging screen. actives 0.83% (n = 200,000). % tubulin-high responders, % at 10 µM. HeLa tubulin immunostaining HCS, 24 h; share of cells brighter than vehicle mean+2SD. AID 2205;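 active means plate Z-score above 3 for both tubulin-high and condensed-nucleus cell shares, with cell loss under 80%, at 10 µM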;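 further: anti alpha tubulin signal scored within the nucleus-defined area of each cell; some results filed as inactive read as strong as hits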
Dynein cargo inh cytoplasmic EGFP: second read-out of Dynein cargo inh, no call of its own (marks repeat the call); z-score; measured here: cytoplasmic GR-EGFP intensity; hits give high values
Dynein cargo inh nuclear GR-EGFP: further read-out of Dynein cargo inh, marked with its call; z-score; measured here: nuclear GR-EGFP intensity;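 lower value marks the stronger effect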
Dynein cargo inh cell count: also measured in Dynein cargo inh; calls as there; z-score; measured here: cell count per field
Insulin prom up cell count: also measured in Insulin prom up; calls as there; cell count; measured here: cytotoxicity, nuclei count;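 total cells summed across four imaged fields per well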
Hep lipid drop cells 6.5 µM: further read-out of Hep lipid drop, marked with its call; cell count; measured here: cell count, cytotoxicity flag;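 cells counted across two imaged fields per well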
MT stabilize HCS Hoechst-high %: also measured in MT stabilize HCS; calls as there; % Hoechst-high responders; measured here: nuclear condensation Hoechst responders;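 share of cells brighter than vehicle mean plus two SD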
MT stabilize HCS cytotoxicity %: further read-out of MT stabilize HCS, marked with its call; toxicity, %; measured here: cytotoxicity by cell density;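 0% = mean cell density of plate MIN control wells and 100% = no cells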
Autophagy HCS cell loss 18 h: recorded beside Autophagy HCS, whose call it bears; toxicity, %; measured here: cell loss, nuclei count;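 cell loss after 18 h compound exposure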
Active calls of the source: *; i = inactive; nt = no result given.

The line under a structure holds: P. falciparum M1AAP | ER stress rescue | Yfh1-off respiration | Hep lipid drop | Hep lipid drop cells 6.5 µM | Dynein cargo inh | Dynein cargo inh cytoplasmic EGFP | Dynein cargo inh nuclear GR-EGFP | Dynein cargo inh cell count | Autophagy HCS | Autophagy HCS cell loss 18 h | M17LAP inhibition | Insulin prom up | Insulin prom up cell count | MT stabilize HCS | MT stabilize HCS Hoechst-high % | MT stabilize HCS cytotoxicity %
> Cc1ccc(-c2nc(CS(=O)(=O)CC(=O)NC3CCCCC3C)c(C)o2)cc1 (centres undefined)
→ 4% | 0.5% | i | nt | nt | 1.1 | -0.0014 | 0.97 | -0.87 | i | 0 | -2% | -0.46 | 964 | 3.4 | 3.3 | 8.5
> O=C(NNC(=O)c1ccc(NC(=O)c2ccccc2)cc1)Nc1ccccc1
→ 7% | 1.3% | i | 7 | 694 | -0.82 | -0.36 | -0.36 | 0.54 | i | -7 | 8% | 1 | 1396 | 2.0 | 1.7 | 7.0
> CCC1Oc2ccc(C)cc2N(CC(=O)N(Cc2cccnc2)Cc2cccc(F)c2)C1=O (centres undefined)
→ 3% | -1.8% | i | 17 | 742 | 1.5 | -0.22 | 0.74 | -0.31 | i | 6 | 4% | nt | nt | 4.2 | 2.8 | 4.2
> Cc1nc2c(ccc3c([N+](=O)[O-])cccc32)c(C)c1C
→ 4% | -0.4% | i | -3 | 746 | 1.3 | -0.24 | 0.66 | -0.51 | i | -8 | -16% | -1 | 1276 | 3.2 | 1.0 | 1.4
> Cc1c(C(=O)Nc2c(F)cccc2F)sc2ncnc(N3CCN(c4ccccc4)CC3)c12
→ 3% | -0.6% | i | 10 | 734 | -0.15 | -0.24 | -0.39 | 1 | i | 15 | -15% | -1.7 | 1160 | 4.8 | 1.1 | 7.7
> O=C(O)CN=C(NS(=O)(=O)c1ccc(Cl)cc1)c1ccccc1
→ -1% | -4.9% | i | 9 | 733 | 1.7 | 0.33 | 0.57 | -0.85 | i | 1 | -1% | nt | nt | 1.0 | 2.6 | 11
> Cc1cc(C2=NNC(=NCCc3ccccc3)SC2)c(C)n1-c1c(C)n(C)n(-c2ccccc2)c1=O
→ 15% | nt | i | -1 | 672 | -1 | -0.23 | -0.14 | 2.2 | nt | nt | 10% | 0.46 | 970 | nt | nt | nt
> O=C(NCc1ccc(S(=O)(=O)NC2CCCCC2)s1)c1ccccc1
→ -4% | nt | i | -19 | 689 | 2.6 | -0.28 | 1.1 | -0.99 | nt | nt | 5% | nt | nt | nt | nt | nt
> O=C(COc1ccc(/C=N/NC(=O)c2ccc(O)cc2)cc1)Nc1cccc([N+](=O)[O-])c1
→ 1% | -2.2% | i | -13 | 640 | -0.25 | -0.35 | -0.22 | 1.6 | i | 2 | -2% | 0.57 | 1599 | 2.2 | 2.2 | 2.7
> S=c1nc[nH]c2c1[nH]c1ccc(Cl)cc12
→ 9% | nt | i | -12 | 729 | -1.1 | -0.13 | 0.12 | 0.34 | nt | nt | -2% | -0.01 | 1044 | nt | nt | nt
> Cc1cccc(Oc2ccc(N)cc2)c1
→ 13% | -0.7% | i | 32 | 810 | -1.1 | -0.034 | -0.74 | -0.48 | i | -5 | 4% | nt | nt | 3.0 | 1.8 | 5.3
> COc1ccc(OCC(=O)Nc2cccc(-c3nc4ccccc4[nH]3)c2)cc1
→ -1% | 0.2% | i | nt | nt | -0.46 | -0.22 | 0.023 | 1.7 | i | 15 | -7% | 0.44 | 1515 | 1.9 | 2.2 | 9.7
> O=S(=O)(c1ccccc1)n1c(C(O)c2ccccn2)cc2ccccc21 (centres undefined)
→ 3% | 2.8% | i | -4 | 608 | 0.5 | -0.21 | 0.34 | -0.46 | i | -7 | -17% | -0.14 | 1407 | 1.7 | 1.4 | 7.2
> COc1ccccc1/C=C/C=N/n1c(-c2ccccc2)n[nH]c1=S
→ 9% | nt | i | 5 | 698 | 0.26 | -0.26 | -0.015 | -0.19 | nt | nt | -11% | -0.01 | 1346 | nt | nt | nt
> C/C(CC(=O)Nc1ccc(OCc2ccccc2)cc1)=N\NC(=O)C(=O)Nc1cccc(C)c1
→ 9% | -0.7% | i | 10 | 632 | 1.4 | -0.19 | 0.93 | -1.5 | i | -7 | -13% | -0.23 | 1318 | 2.8 | 2.6 | 9.5
> Cc1c(NC(=O)Cc2noc3ccccc23)cccc1[N+](=O)[O-]
→ 1% | -7.0% | i | -14 | 669 | -0.82 | -0.36 | -0.8 | 1.3 | i | 2 | 0% | 0.23 | 1318 | 4.4 | 1.9 | 10
> COC(=O)c1c(NC(=O)C2CCCO2)sc2c1CCC2 (centres undefined)
→ 19% | -0.9% | i | 14 | 776 | -0.86 | -0.1 | -0.42 | 0.075 | i | -11 | 1% | nt | nt | 1.1 | 1.4 | 6.9
> Cn1cc(CNCc2ccccc2OCC(O)CN2CCc3ccccc3C2)cn1 (centres undefined)
→ 0% | 0.0% | i | 3 | 623 | -0.58 | -0.19 | -0.2 | 0.56 | i | 18 | -3% | -1.5 | 1396 | 3.7 | 2.1 | 5.8
> O=C(NNC(=O)c1cc2cc(OC(F)(F)F)ccc2[nH]1)c1ccc(Cl)cc1
→ 1% | nt | i | 0 | 686 | 0.5 | -0.21 | 0.17 | -0.3 | nt | nt | 0% | -0.22 | 1348 | nt | nt | nt
> COc1cc(CNc2ccc(CNc3ncn[nH]3)cc2)ccc1OCC(=O)NC(C)(C)C
→ 5% | -1.8% | i | 1 | 590 | 1.5 | -0.22 | 0.45 | -1.2 | i | 7 | 1% | -0.4 | 1181 | 2.1 | 1.9 | 6.3
> CCOC(=O)c1c(C)[nH]c(C)c1C(=O)CSc1nc2ccccc2c(=O)n1-c1ccc(C)cc1
→ 1% | 8.0% | i | -10 | 498 | 0.78 | -0.11 | 0.34 | -2.1 | i | 7 | -2% | -0.98 | 1236 | 2.9 | 1.8 | 0.1
> CSc1ccccc1C(=O)N(C)Cc1ccccc1
→ 2% | 0.7% | i | -9 | 673 | -1 | -0.32 | 0.12 | -0.17 | i | 12 | -4% | -0.12 | 1425 | 3.2 | 2.0 | 7.2
> COc1ccc(/C=N/NC(=O)c2ccc(COc3ccccc3Cl)o2)cc1
→ 7% | -2.2% | nt | nt | nt | 0.13 | -0.14 | 0.61 | 0.014 | i | 28 | -15% | 0.46 | 1402 | 1.8 | 1.9 | 4.4
> CN(C)c1nnnn1-c1ccc(Oc2ncc(C(F)(F)F)cc2Cl)cc1
→ -5% | -8.0% | i | -13 | 710 | 2.5 | -0.17 | 1.2 | -0.72 | i | 19 | -11% | -0.85 | 1229 | 3.1 | 1.4 | 0.8
> COc1cccc(-c2nnc(SCc3ccccn3)n2C)c1
→ 8% | -4.7% | i | -6 | 752 | 0.37 | -0.084 | -0.054 | 0.24 | i | -3 | 6% | 0.15 | 1258 | 1.2 | 0.6 | 10
> CCN(CC)CCN(Cc1cc2cc(C)ccc2[nH]c1=O)C(=S)Nc1ccccc1
→ 8% | -0.8% | i | -8 | 657 | -1.1 | -0.23 | -0.97 | 0.94 | i | -12 | -19% | 0.01 | 1247 | 1.9 | 2.3 | 6.4
> Cc1sc2ncnc(N3CCCC(C)C3)c2c1C (centres undefined)
→ 8% | 0.1% | i | 16 | 662 | -0.45 | -0.32 | 0.5 | -0.42 | i | 16 | 12% | -2.7 | 1536 | 8.8 | 1.8 | 25
> OC(COCc1ccccc1)CN1CCCC1 (centres undefined)
→ -7% | -1.3% | i | nt | nt | 0.19 | -0.27 | 0.38 | -0.81 | i | 3 | -7% | -0.46 | 1598 | 7.4 | 2.7 | 3.1
> CC1(C)Cc2c(c(-c3ccccc3)nc3sc4c(=O)[nH]c(=S)[nH]c4c23)CO1
→ 9% | nt | i | 5 | 650 | -1.2 | -0.24 | -0.026 | 0.17 | nt | nt | -1% | nt | nt | nt | nt | nt
> CCC1(CC)Cc2ccccc2-c2nc(CN3CCOCC3)[nH]c(=O)c21
→ 4% | -0.1% | i | nt | nt | 0.15 | -0.15 | 0.25 | 0.13 | i | 7 | -2% | 0.67 | 1238 | 2.2 | 1.6 | 8.3
> COc1cc(/C=C2/C(=O)ON=C2c2ccccc2)ccc1O
→ 22% | 0.4% | i | 3 | 611 | -2.1 | 0.31 | -1.5 | -0.012 | i | -3 | 34% | -0.2 | 1194 | 1.4 | 2.8 | 8.3

Entries of single compounds, looked up by structure. Values in the order: P. falciparum M1AAP | ER stress rescue | Yfh1-off respiration | Hep lipid drop | Hep lipid drop cells 6.5 µM | Dynein cargo inh | Dynein cargo inh cytoplasmic EGFP | Dynein cargo inh nuclear GR-EGFP | Dynein cargo inh cell count | Autophagy HCS | Autophagy HCS cell loss 18 h | M17LAP inhibition | Insulin prom up | Insulin prom up cell count | MT stabilize HCS | MT stabilize HCS Hoechst-high % | MT stabilize HCS cytotoxicity %
Cc1ccc(-c2nc(CS(=O)(=O)CC(=O)NC3CCCCC3C)c(C)o2)cc1 (centres undefined) across the screens: 4% | 0.5% | i | nt | nt | 1.1 | -0.0014 | 0.97 | -0.87 | i | 0 | -2% | -0.46 | 964 | 3.4 | 3.3 | 8.5
Cc1c(C(=O)Nc2c(F)cccc2F)sc2ncnc(N3CCN(c4ccccc4)CC3)c12 across the screens: 3% | -0.6% | i | 10 | 734 | -0.15 | -0.24 | -0.39 | 1 | i | 15 | -15% | -1.7 | 1160 | 4.8 | 1.1 | 7.7

From PubChem
